# RNase H inhibition: RNase H inhibition, HIV 1 Gag Pol polyprotein, FRET biochemical assay, screening (AID 372) | HIV-1 RT RNase H, FRET RNA/DNA substrate fluorescence; higher % means a stronger effect | one-dose inhibition, % at 10 µM; IC50 in µM for titrated hits | 100,000 compounds, 0.77% hits; in the data active means inhibition above about 50%
# Numbers without * were called inactive; & = joins results of further samples.
SMILES	RNase H inhibition
COC(=O)c1ccc(/C=c2\sc3nc4cc(C)c(C)cc4n3c2=O)cc1	5%
N#CC1=C(N)Oc2cc(N)ccc2C1c1ccccc1 (configuration not stated)	3%
O=C1S/C(=C\c2ccc(-c3cccc(Cl)c3Cl)o2)C(=O)N1c1ccc(Cl)c(Cl)c1	8%
Cc1cc(NC(=O)c2cccc(OC(C)C)c2)no1	9%
CCCC(=O)C1=C(SCC)CC(C)(C)CC1=O	10%
CCOC(=O)c1c(NC(=O)Cc2cccs2)sc(C(=O)Nc2cc(C(F)(F)F)ccc2Cl)c1C	16%
CC1=C(C(=O)OC(C)C)C(c2cccc(O)c2)C2=C(CCCC2=O)N1 (configuration not stated)	3%
O=[N+]([O-])c1ccc(/C=C/C=N/n2c(-c3ccccc3)n[nH]c2=S)o1	20%

SMILES	RNase H inhibition
CCCOc1ccc(C2C(C(=O)OCCOc3ccccc3)=C(C)NC3=C2C(=O)CC(c2ccccc2)C3)cc1OC (configuration not stated)	25%
NS(=O)(=O)c1cccc(NC(=O)c2ccc3c(c2)OCCO3)c1	0%
Cc1ccsc1-c1ncnn1-c1ccccc1	17%
CN(C)c1ccc(/C=N\OC(=O)Nc2cccc3ccccc23)cc1	22%
C#CCOc1c(I)cc(I)cc1/C=N/NC(N)=S	10%
Cc1cccnc1N1C(=O)C2C3c4ccccc4C(c4ccccc43)C2C1=O (configuration not stated)	3%
Cc1cccc(Cl)c1OCCCCOc1cccc2cccnc12	20%
COc1ccc(-c2cc(C(=O)N/N=C(\C)c3ccc(Br)cc3)[nH]n2)cc1	28%

SMILES	RNase H inhibition
COCCOC(=O)C1=C(C)N=c2s/c(=C/c3ccccc3OC)c(=O)n2C1c1ccc(OC)cc1 (configuration not stated)	2%
COc1ccccc1NC(=O)c1ccc(NC(=O)C(C)(C)C)cc1	1%
COc1ccccc1C(=O)Nc1ncn[nH]1	13%
CC1=C(C(=O)OC2CCCCC2)C(c2ccccc2OCc2ccccc2)C2=C(CC(c3ccccc3)CC2=O)N1 (configuration not stated)	18%
CCC(=Nc1cccc2ccccc12)C1=C(O)CC(C)(C)CC1=O	15%
COc1ccc(C2Nc3ccccc3C(=O)N2Cc2ccco2)cc1COc1ccc([N+](=O)[O-])cc1 (configuration not stated)	11%
Cn1c2ccc(I)cc2c2cc(C(=O)C(F)(F)F)ccc21	6%
O=C(c1cc(-c2ccccc2)nc2ccccc12)N1CCc2ccccc2C1	9%

SMILES	RNase H inhibition
COc1ccc(Cl)cc1C(=O)Nc1ccc(C)cc1C	0%
COc1cc(C=O)ccc1OCc1c(C)no[n+]1[O-]	21%
Cc1cc(C)c(NC(=S)NC(NC(=O)c2ccc(Br)cc2)C(Cl)(Cl)Cl)c(C)c1 (configuration not stated)	13%
CCOc1ccc(N(CC(=O)N2CCCCC2)S(C)(=O)=O)cc1	0%
Cc1ccc(C(=O)Nc2ccccc2C)c(Cl)c1	13%
C/C(=N\Nc1nnc(-c2ccccc2)c(-c2ccccc2)n1)c1ccc(I)cc1	23%
CSc1nc(-c2ccccc2)nc(N2CCOCC2)c1C(C)=O	11%
COc1ccccc1C/C(N)=N/OC(=O)c1ccccc1OC	6%

SMILES	RNase H inhibition
CCOC(=O)/C(C#N)=C/c1ccc(-c2cccc(Br)c2)o1	7%
COc1ccc(-c2cc(C(=O)Nc3cccc(Cl)c3)c3ccccc3n2)cc1	13%
O=c1[nH]c(=O)n(-c2ccccc2Cl)c(O)c1C=Nc1cccc(Cl)c1	11%
COc1cccc(CN2CCN(C(=O)c3cccc(Cl)c3)CC2)c1OC	0%
O=c1/c(=C/c2cc(Cl)ccc2OCc2ccc(F)cc2)sc2nc3ccccc3n12	11%
C[C@@H]1O[C@@H](Nc2ccc(O)cc2)[C@H](O)[C@H](O)[C@H]1O	12%
Cc1ccc(S(=O)(=O)N(CC(=O)NCc2ccccc2C)c2cc(C)cc(C)c2)cc1	16%
Nc1c(NCCN2CCCCC2)c2ccccc2oc1=O	5%

SMILES	RNase H inhibition
COc1cc(C)ccc1OCCOc1c(Cl)cc(Cl)cc1Cl	25%
O=[N+]([O-])c1cc(C=Nc2cccc3nsnc23)c(O)c2ccccc12	6%
Cc1ccc(OCCOc2ccc(Cl)cc2/C=N/n2cnnc2)cc1	12%
CCOc1ccc(C2=C(/C=C3\SC(=S)NC3=O)C(c3ccc(F)cc3)c3ccccc3O2)cc1 (configuration not stated)	9%
Cc1ccc2nc(NC3=NCC(=O)N3)nc(C)c2c1	10%
CCOC(=O)c1ccc(NC(=O)CCN2C(=O)/C(=C/c3ccccc3Cl)SC2=S)cc1	12%
CCOc1ccc(/C=C(\C#N)c2nc(-c3ccc(C)cc3C)cs2)cc1	3%
O=C(O)CCC(=O)N1N=C(c2c(-c3ccccc3)c3cc(Cl)ccc3[nH]c2=O)CC1c1ccccc1 (configuration not stated)	4%

# Random excerpt: 5 records from the list, in no set order.
SMILES	RNase H inhibition
O=[N+]([O-])c1cc(C=Nc2cccc3nsnc23)c(O)c2ccccc12	6%
CCOC(=O)c1ccc(NC(=O)CCN2C(=O)/C(=C/c3ccccc3Cl)SC2=S)cc1	12%
CCOc1ccc(C2=C(/C=C3\SC(=S)NC3=O)C(c3ccc(F)cc3)c3ccccc3O2)cc1 (configuration not stated)	9%
Cc1ccc(OCCOc2ccc(Cl)cc2/C=N/n2cnnc2)cc1	12%
CCOc1ccc(/C=C(\C#N)c2nc(-c3ccc(C)cc3C)cs2)cc1	3%

# (list continues)
SMILES	RNase H inhibition
Cc1ccc(N(CC(=O)NCCSCc2ccc(Cl)cc2)S(=O)(=O)c2ccccc2)cc1	5%
O=C1c2ccccc2C(=O)N1c1cccc(S(=O)(=O)NCCCO)c1	0%
COc1ccc(C(=O)CSc2nc3ccccc3c(=O)[nH]2)cc1	0%
CCCCNCCCCCOc1c(C)cc(C)cc1C	14%
O=C(Nc1ccccn1)C1C(c2ccccc2)C1(Cl)Cl (configuration not stated)	16%
Cc1ccc(S(=O)(=O)N(Cc2ccccc2)c2ccccc2C(=O)NC2CCCC2)cc1	18%
CCCN(CCC)c1ccc(/C=N\NC(=O)c2ccc3c(c2)OCO3)cc1	48%
CC(=O)Nc1cc(-c2ccccc2)nn1Cc1ccccc1	2%

SMILES	RNase H inhibition
Cc1ccc(S(=O)(=O)Nc2ccc3ccccc3c2)cc1	5%
O=S1(=O)CCC(Nc2ccccc2)C1 (configuration not stated)	0%
Cc1ccc(N=C(NOCc2cccc(Br)c2)c2nonc2N)cc1	33%
COc1ccc(OCCOc2cccc(/C=C3\SC(=S)NC3=O)c2)cc1	18%
Cc1ccc(CN2CCN(Cc3c[nH]c4ccccc34)CC2)cc1	4%
CC1(C)CC(=O)C2=C(C1)OC(N)=C(C#N)C2c1c2ccccc2cc2ccccc12 (configuration not stated)	15%
O=C(Nc1nnc(SCc2ccccc2F)s1)Nc1ccc(Cl)cc1Cl	45%
c1ccc(-c2nc(-c3ccccc3)c3ccccc3n2)cc1	12%

# Copied from above, two compounds:
SMILES	RNase H inhibition
COc1ccccc1C/C(N)=N/OC(=O)c1ccccc1OC	6%
CCOC(=O)/C(C#N)=C/c1ccc(-c2cccc(Br)c2)o1	7%

# Further entries
SMILES	RNase H inhibition
O=C(NCc1ccco1)/C(=C/c1cccc([N+](=O)[O-])c1)NC(=O)c1cccs1	15%
Cc1cc2c(cc1C)N(CC(=O)c1ccccc1)C(C)(C)c1ssc(=S)c1-2	28%
O=C1/C(=C\c2ccco2)CCC/C1=C\c1ccco1	41%
Cc1ccc(NC(=O)C(=O)NCCc2ccc(Cl)cc2)cc1	13%
Nc1ccccc1-c1nnc(SCc2ccc(Cl)cc2)[nH]c1=O	8%
Cc1nn(-c2ccccc2)c(C)c1CC(=O)N(c1ccccc1)c1ccccc1	10%
COC(=O)c1ccc(/C=N/n2c(-c3ccc(OC)cc3)n[nH]c2=S)cc1	7%
O=C(c1ccccc1Cl)N1CCN(c2ccc([N+](=O)[O-])cc2Cl)CC1	24%

SMILES	RNase H inhibition
C=CCN1C(=O)/C(=C\c2cc(Br)cc(Cl)c2O)C(=O)NC1=S	0%
CCOC(=O)c1ccc(-n2c(C)cc(/C=C(\C#N)C(=O)NCC3CCCO3)c2C)cc1 (configuration not stated)	0%
CCN(CC)c1ccc(/C=N/NC(=O)CC(=O)N/N=C/c2ccc(N(CC)CC)cc2)cc1	15%
COc1cccc(/C=C2\SC(=S)N(c3cccc(C)c3)C2=O)c1	15%
CS(=O)(=O)N1CCN(c2ccc([N+](=O)[O-])c(N3CCCC3)c2)CC1	9%
Cc1ccc(OCCCCCCN2CCOCC2)c(C)c1	0%
Cc1c(Cl)cccc1-c1ccc(/C=C/c2cc(C(F)(F)F)[nH]c(=O)n2)o1	22%
CN1C(=O)C(=Cc2cc(Br)ccc2OCC(=O)O)C(=O)N(C)C1=O	1%

SMILES	RNase H inhibition
COC(=O)c1ccc(-c2ccc(/C=C3\C(=O)NC(=O)N(c4ccc(C)c(C)c4)C3=O)o2)cc1	10%
O=C(c1cccc(OCc2ccccc2)c1)N1CCN(c2ccc([N+](=O)[O-])cc2)CC1	23%
CN(C)c1ccc(/C=N/NC(=O)CNC(=O)/C=C/c2ccccc2)cc1	7%
COc1ccc(NC(=O)Nc2nnc(CC(C)C)s2)cc1	6%
O=C(Nc1cccc(C(F)(F)F)c1)C1CN(S(=O)(=O)c2ccccc2)CCN1S(=O)(=O)c1ccccc1 (configuration not stated)	7%
Cc1cc(C=C2C(=O)NC(=S)NC2=O)c(-c2ccccc2)n1-c1ccccc1	42%
O=C(Nc1cccc2nsnc12)c1cc2ccccc2o1	6%
COc1ccccc1OCCOc1cc(C)ccc1C(C)C	37%

SMILES	RNase H inhibition
Cc1ccc(NC(=O)C(=O)NCCN2CCN(Cc3ccc(Br)cc3)CC2)cc1	26%
CC1CCCCC1Nc1ncnc2ccc(Br)cc12 (configuration not stated)	25%
COc1cc(/C=C2\SC(=S)NC2=O)c(O)c([N+](=O)[O-])c1	4%
CCc1ccccc1N(CC(=O)O)S(C)(=O)=O	0%
O=C(NC(=O)c1ccccn1)NC(c1ccccc1)c1ccccc1	7%&8%
O=C(NC(=S)Nc1cccnc1)c1cccc(I)c1	15%
CCc1ccc2oc(-c3cccc(NC(=O)c4ccc(C)c([N+](=O)[O-])c4)c3)nc2c1	4%
CCOC(=O)N1CCN(C(=O)c2ccc(N(Cc3ccc(Cl)cc3)S(C)(=O)=O)cc2)CC1	3%

SMILES	RNase H inhibition
O=C1c2ccccc2NC(c2ccc(Cl)cc2)N1Cc1ccccc1 (configuration not stated)	0%
COC(=O)c1c(C)oc2cc(Br)c(OC(=O)c3ccco3)cc12	12%
COc1cc(/C=C2/SC(=S)NC2=O)cc(Cl)c1OCc1ccccc1F	39%
CC1(C)Cc2cc3c(=O)n(-c4ccccc4)c(=S)[nH]c3nc2CO1	3%
C/C(=N\N1C(=O)c2ccccc2C1=O)c1ccccc1O	2%
CCOc1ccc(C(=O)NCc2ccco2)cc1OCC	50%*
Cc1ccc(C(=O)Nc2ccc3c(c2)OCO3)cc1[N+](=O)[O-]	1%
COc1ccc(-c2ccc(C=C3C(=O)c4ccccc4C3=O)o2)c([N+](=O)[O-])c1	16%

SMILES	RNase H inhibition
CC(C)(C)c1ccc(-c2nc3cc(NC(=S)NC(=O)c4ccco4)ccc3o2)cc1	3%
N=C1/C(=C/c2ccc(-c3ccc(Cl)cc3)o2)C(=O)N=C2SC(c3ccccc3)=NN12	30%
COc1ccc(/C(N)=N/OC(=O)COc2ccc(C(C)(C)C)cc2)cc1	17%
CN(C)c1ccc(/C=N/Nc2ncnc3c2cnn3Cc2ccccc2)cc1	23%
CCOC(=O)C1=C(C)N=c2s/c(=C\c3cc(Br)cc(OC)c3O)c(=O)n2C1c1ccc(N(C)C)cc1 (configuration not stated)	15%
CC(C)CC(=O)Nc1cccc(-c2nnc(-c3ccccc3)o2)c1	9%
N#C/C(=C/Nc1cccc(C(F)(F)F)c1)c1nc(-c2cc3c(ccc4ccccc43)oc2=O)cs1	35%
COc1ccc(OCC(=O)Nc2ccc3nn(-c4ccc(Cl)cc4)nc3c2)cc1	38%

# Reprinted from the part before: four entries, followed by the next part.
SMILES	RNase H inhibition
CCOC(=O)C1=C(C)N=c2s/c(=C\c3cc(Br)cc(OC)c3O)c(=O)n2C1c1ccc(N(C)C)cc1 (configuration not stated)	15%
CC(C)CC(=O)Nc1cccc(-c2nnc(-c3ccccc3)o2)c1	9%
N#C/C(=C/Nc1cccc(C(F)(F)F)c1)c1nc(-c2cc3c(ccc4ccccc43)oc2=O)cs1	35%
COc1ccc(OCC(=O)Nc2ccc3nn(-c4ccc(Cl)cc4)nc3c2)cc1	38%
O=C(O)/C=C\C(=O)Nc1cccc(C(=O)Nc2ccc(Cl)cc2Cl)c1	3%
CC1(C)NC(=S)N(c2ccccc2)N1	8%
COc1ccc(C(C)NC(=O)CN(c2ccc(OC)cc2OC)S(=O)(=O)c2ccccc2)cc1 (configuration not stated)	13%
CCn1c(=O)c2c(n3cnnc13)-c1ccccc1CC21CCCCC1	4%
O=C(NC(c1ccccc1)c1ccccc1)c1ccncc1	15%
O=C(N/N=C/c1ccncc1)c1[nH]c2ccc([N+](=O)[O-])cc2c1-c1ccccc1	13%
COc1ccc(C(=O)Nc2ccc(Br)c(Cl)c2)cc1	15%
COc1ccc(/C=C2\C(=O)N(C)C(=S)N(c3ccc(C)cc3)C2=O)cc1OC	9%

SMILES	RNase H inhibition
O=C(Cc1ccccc1)NC(=S)Nc1cccc(C(F)(F)F)c1	14%
CSc1ccc(/C=N/NC(=O)/C(=C\c2ccc3c(c2)OCO3)NC(=O)c2ccccc2)cc1	3%
O=C1OC(c2ccc(Cl)cc2)=C/C1=C\c1cccs1	31%
CCOC(=O)c1c(NC(=O)CC(c2ccccc2)c2ccccc2)sc(C(N)=O)c1C	9%
CSc1nc2cc(C)ccc2n1C	7%
N#C/C(=C\c1ccco1)c1nn(CCO)c(N)c1C#N	3%
CCCCCC(=O)N/N=C(\C)c1ccc(OC)c(OC)c1	4%
Cc1cc(C)c(C(=O)/C=C/c2c3ccccc3cc3ccccc23)c(=O)[nH]1	20%
Cc1nn(C(=O)COc2ccc(Cl)cc2)c(C)c1Sc1ccccc1[N+](=O)[O-]	23%

# Not all compounds are listed, so the mix of outcomes need not match the whole.
